# Screening results: PubChem BioAssay, several laboratories
# 14-3-3 Bad PPI: disrupts binding of bovine 14-3-3 zeta to phospho-Bad peptide; TR-FRET 14-3-3zeta/Dy647-pBad peptide displacement, 1 h; P63103; hit rate 0.71% among 220,000; inhibition, % at 21.7 µM;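 active = inhibition above about 70%, limit read from the data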;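 also: 0% = full 14-3-3 plus peptide FRET controls and 100% = background without 14-3-3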
# Target sequence (P63103 whole entry, looked up): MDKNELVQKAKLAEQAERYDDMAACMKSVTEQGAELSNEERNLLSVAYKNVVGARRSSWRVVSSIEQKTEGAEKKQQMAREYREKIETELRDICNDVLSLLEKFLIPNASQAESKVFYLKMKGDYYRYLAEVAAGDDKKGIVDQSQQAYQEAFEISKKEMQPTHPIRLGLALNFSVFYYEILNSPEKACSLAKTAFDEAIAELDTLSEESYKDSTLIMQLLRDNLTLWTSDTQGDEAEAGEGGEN
# TbHK1 inh: blocks Trypanosoma brucei hexokinase 1 activity. recombinant TbHK1, G6PDH-coupled NADH A340. inhibition, % at 10 µM. hit rate 0.11% among 220,000. AID 1430;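 active = inhibition of 50% or more in the single-dose primary screen; inactive = inhibition below 50%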
# NCF1 inh: inhibitors of human p47phox binding; AID 1274; inhibition, % at 24.7 µM; hit rate 0.53% among 220,000; p47phox/p22phox peptide binding, fluorescence polarization, 2 h;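 active = inhibition above about 30%, limit read from the data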;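 also: 0% = p47phox with labelled peptide and 100% = labelled peptide alone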
# Target sequence (P14598 whole entry, looked up): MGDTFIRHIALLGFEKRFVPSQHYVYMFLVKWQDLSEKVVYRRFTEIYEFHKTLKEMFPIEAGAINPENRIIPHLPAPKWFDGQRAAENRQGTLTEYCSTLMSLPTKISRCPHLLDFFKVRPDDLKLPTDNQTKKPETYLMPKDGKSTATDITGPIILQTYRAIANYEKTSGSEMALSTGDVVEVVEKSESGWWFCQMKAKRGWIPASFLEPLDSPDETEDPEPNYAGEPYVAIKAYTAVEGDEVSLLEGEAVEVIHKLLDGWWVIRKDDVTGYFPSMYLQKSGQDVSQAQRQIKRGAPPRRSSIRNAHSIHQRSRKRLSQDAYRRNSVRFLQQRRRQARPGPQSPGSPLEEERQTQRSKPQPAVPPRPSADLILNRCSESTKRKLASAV
# Runt-SMMHC FRET: blocks binding of human RUNX1 Runt domain to CBFb-SMMHC. hit rate 0.74% among 220,000. inhibition, % at 20 µM. Cerulean-Runt/Venus-CBFb-SMMHC FRET ratio 530/480, 1 h. Q01196+Q13951;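 active = mean inhibition across duplicate retests at 20 µM reaching about 50%, limit read from the data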;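 also: 0% = DMSO wells and 100% = wells with excess untagged CBFb-SMMHC; inhibitors lower the FRET ratio by blocking Runt binding to CBFb-SMMHC; some results filed as inactive read as strong as hits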
# EBV gp42 block: inhibitors of Epstein-Barr virus glycoprotein 42; AID 1085; Q1HVG2; Fluorescence polarization binding assay, mP read-out; hit rate 0.42% among 220,000; inhibition, % (tested at 21.74 µM); in the data active = inhibition above about 50%
# Target sequence (Q1HVG2 whole entry, looked up): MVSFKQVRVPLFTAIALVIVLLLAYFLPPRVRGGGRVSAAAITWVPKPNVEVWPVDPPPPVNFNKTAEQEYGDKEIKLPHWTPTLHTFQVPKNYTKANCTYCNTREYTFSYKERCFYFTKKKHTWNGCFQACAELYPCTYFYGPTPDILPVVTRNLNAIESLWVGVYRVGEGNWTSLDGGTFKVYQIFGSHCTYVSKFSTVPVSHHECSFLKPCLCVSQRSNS
# Hck Nef HTS: blocks Nef-activated human Hck kinase | inhibition, % at 20 µM | AID 463187 | Recombinant Hck-YEEI plus Nef, Z-Lyte FRET kinase assay | hit rate 0.68% among 220,000;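 active = Hck-Nef kinase inhibition above about 50%, limit read from the data; inactive = inhibition below that limit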;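 also: 0% = DMSO with Hck plus Nef and 100% = Hck alone without Nef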
# Mdm2 ligase inh: inhibitors of human Mdm2 E3 ubiquitin ligase; Q00987; cell-based MDM2 ubiquitination luciferase reporter, 2 h; 0 = plate control, 100 = twice control, blank-subtracted; signal enhancement, % at 5 µM; hit rate 0.11% among 210,000; AID 1230;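 active = signal enhancement of 30% or more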;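 also: luminescence tracks abundance of the self-degrading MDM2-luciferase fusion protein; higher signal means inhibition of MDM2 E3 ligase activity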
#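 System: stable MDM2–luciferase fusion reporter cells / Input: 2000 cells seeded into each well / Schedule: 4 h settle plus 2 h compound, 37 °C / Compound: single-point 5 µM / Buffer or medium: cells held in DMEM / Benchmarks: control and blank well means / Evaluation: percent signal gain over controls, blank-subtracted / Measured by: luciferase luminescence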
# zVAD death inh: blocks zVAD induced death of L929 cells | L929 zVAD necroptosis rescue, ATP luminescence, 24 h; with zVAD 60 µM | viability rescue, % at 10 µM | hit rate 0.38% among 220,000 | AID 1377;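 active = activation, scaled between plate controls, above about 75%, limit read from the data; inactive = activation under that limit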;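 also: 0% = zVAD with DMSO and 100% = DMSO alone without zVAD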
# Runt-CBFb FRET: blocks binding of human RUNX1 Runt domain to CBFb; Q01196+Q13951; Cerulean-Runt/Venus-CBFb FRET ratio 530/480, 1 h; inhibition, % at 20 µM; hit rate 0.46% among 220,000;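 active = inhibition over about 50% at 20 µM in the single-dose screen, limit read from the data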;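 also: 0% = DMSO wells and 100% = excess unlabeled CBFb competitor control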
#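 test system = Cerulean-tagged RUNX1 Runt domain (FRET donor) fusion protein | reagent = Venus-CBFb binding partner, 100 nM | incubation = protein complex preformed 1 h, compound exposure 1 h, room temperature, dark | detection = FRET fluorescence | read-out basis = loss of energy transfer signal | controls = 5 µM unlabeled CBFb as full-inhibition high control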
# Numbers without * were called inactive; . = no result given; [ ] = dose if it differs, or a comment.
SMILES,14-3-3 Bad PPI,TbHK1 inh,NCF1 inh,Runt-SMMHC FRET,EBV gp42 block,Hck Nef HTS,Mdm2 ligase inh,zVAD death inh,Runt-CBFb FRET
CC(C)c1ccc(CNc2ccc(N3CCOCC3)cc2)cc1,-6,3,-3,0,-14,2,-19,0.7,5
Cn1ncc(N=Cc2ccccc2)c1C(=O)Nc1cccc(Cl)c1,2,-13,-83,-7,-2,-1,-11,1.1,-1
COC(=O)Cc1ccc(O)c(N)c1,-7,8,-9,-1,-4,6,-3,0.2,13
CC(=O)C1=C(C)NC(=O)NC1c1ccc(OC2CCCC2)cc1 (configuration not stated),-6,0,-37,0,-42,1,-13,-0.3,-8
O=C(NCCCNC(=O)c1ccccn1)c1ccccn1,-2[fluorescence artefact?],1,-7,-4,-20,1,-12,2.6,1
O=C(NC1CCN(Cc2ccccc2)CC1)C1CCN(S(=O)(=O)c2cccc3cccnc23)CC1,.,1,.,-6,.,-3,.,0.6,2
CCSc1nnc(Cc2cc(=O)[nH]c(=O)[nH]2)n1-c1cccc(C)c1,-9,-18,-4,2,-12,30,-8,-0.8,0
Cc1nc(NC(C)C)c2cnn(CCc3ccccc3)c2n1,-1,-4,-12,16,-10,6,-16,0.4,5
O=C(c1cccnc1)n1nc(-c2ccco2)nc1NCc1cccs1,-1,3,-1,-6,6,4,-22,1.4,5
COc1cc(NC(=O)c2ccc(CNc3c(N4CCOCC4)c(=O)c3=O)cc2)cc(OC)c1,-7,-6,-15,3,-10,3,-12,1.6,2
COc1ccc(C(=O)N2N=C(c3cccc(OC)c3)CC2(O)C(F)(F)F)cc1 (configuration not stated),-13[fluorescence artefact?],27,-5,0,5,1,-5,1.3,-2
COc1ccccc1CO/N=C/NC(=O)c1c(OC)ccnc1Oc1ccc(F)cc1,10,-3,-4,-4,-5,0,4,0.2,-4
Cc1cc(C)n2nc(SCC(=O)N(C)c3ccccc3)nc2n1,-3,3,-15,0,-21,-1,1,-0.1,2
CC(SC1=NCCS1)C(=O)Nc1nnc(-c2ccc(F)cc2)s1 (configuration not stated),10,3,-6,0,-1,0,-22,12,0
CCC(C)NC(=O)C1CCN(c2nc(C)cc(C)n2)CC1 (configuration not stated),17,0,-6,1,5,0,4,0.5,0
O=c1[nH][nH]c(=S)n1-c1ccccc1C(F)(F)F,3,-6,60*,41,-33,-167,-10,-0.2,22
Cc1ccc(NC(=O)COC(=O)COc2ccc(Cl)cc2C)c([N+](=O)[O-])c1,-3,1,-20,-4,-7,3,0,.,-3
COc1cccc(-c2nc(CSCC(=O)N3CCc4ccccc43)c(C)o2)c1,11,1,-2,-4,-19,1,-12,0.6,-1
COc1ccc(-c2nc(C(N)=O)c3[nH]c(=O)n(-c4cccc(Cl)c4)c3n2)cc1OC,61,-26,37*,-12,15,17,-18,0.4,-2
CCCC(=O)Nc1cc(-c2nn(C)c(=O)c3ccccc23)ccc1N1CCOCC1,-7[fluorescence artefact?],-2,-18,2,-18,1,-11,0.7,1
COc1ccc2[nH]c3c(=O)n(CCCCC(=O)N4CCCC4)c(=S)[nH]c3c2c1,5,-6,12,39,-24,21,8,-0.1,8
CC(C)(C)C1CCC(=NNC(=O)CN(c2ccccc2)S(C)(=O)=O)CC1 (configuration not stated),-10[fluorescence artefact?],9,8,4,14,-2,1,-0.1,-4
Cn1cccc1C(=O)C(=O)Nc1cccc(Cl)c1Cl,-8,-11,-4,3,-4,0,-11,-0.2,1
CCOC(=O)Cc1csc(NC(=O)c2ccc(C)o2)n1,-8,-9,-12,-5,1,1,1,0.1,0
COc1ccc(-n2c3c(c(=O)[nH]c2=O)C(NC(C)=O)(C(F)(F)F)C(=O)N3)cc1 (configuration not stated),-3,-5,-4,-4,-19,12,1,2.0,1
CC1CCCN(c2nc(NCc3ccco3)nc(N)c2[N+](=O)[O-])C1 (configuration not stated),-11,-13,-14,3,-5,5,8,2.0,-2
Cc1ccc(-c2csc(N(CCc3ccccc3)C(=O)COc3ccccc3)n2)cc1,-9,5,-1,-6,-17,1,10,0.3,1
NN(CCO)C(=S)Nc1ccc(Cl)cc1,-2,0,-5,2,-7,-1,1,1.6,0
CCOC(=O)C1(CCCc2ccccc2)CCN(Cc2ccn[nH]2)CC1,-14,-10,-7,3,5,1,-8,-0.9,0
O=C(NCCCCC(NC(=O)C1CCCCC1)C(=O)O)c1ccccc1 (configuration not stated),-9,-4,-9,1,-18,2,6,0.8,-1
CCN(CC)C1CCS(=O)(=O)C1 (configuration not stated),2,9,-8,-5,-6,14,-10,-0.1,-2
Cc1ccc(CNC(=O)CCc2ccccc2)cc1,-7,1,1,5,5,19,17,10,-1
COCCCNC(=O)C1CCCN(S(=O)(=O)c2ccc(C)cc2)C1 (configuration not stated),12[fluorescence artefact?],5,-2,5,-19,9,0,0.3,1
O=C(CC(SCc1ccco1)c1ccc(O)cc1)c1cccs1 (configuration not stated),3,-2,-25,-13,9,-2,1,-0.3,-1
CCCc1nn(C)c(C(=O)Nc2cccc(C)c2)c1Cl,-15[fluorescence artefact?],-6,-8,1,-6,3,3,0.7,-1
Cc1ccc(N2C(=O)CC(Sc3ccccc3C(=O)O)C2=O)cc1 (configuration not stated),-14[fluorescence artefact?],28,-2,8,-21,4,-8,0.7,22
CCOc1ccc(/C=N/NC(=O)C(C)N(c2ccc(OC)cc2)S(C)(=O)=O)cc1OCC (configuration not stated),-1,-8,0,0,-5,11,0,-0.2,-1
CC(=O)c1ccc(-c2ccccc2OC(F)(F)F)o1,0,-8,-4,-2,-9,1,-11,1.3,0
CC(C)(C)NC(=O)N1CCCC(C(=O)c2cccc(Cl)c2)C1 (configuration not stated),-11,-3,-2,1,-4,-4,-12,-0.6,-1
O=C(C1CCC(CNc2c(N3CCCC3)c(=O)c2=O)CC1)N1CCc2ccccc21 (configuration not stated),-2,5,-8,2,-1,11,-13,0.7,2
Cc1ccc(CN2CCN(C3CSCCSC3)CC2CCO)cc1 (configuration not stated),-20,-5,-3,2,-7,9,-6,-1.2,2
Cc1onc(-c2ccccc2)c1C(=O)NCC1CCN(C(=O)c2c(-c3ccccc3)noc2C)CC1,5,-4,-15,-2,-24,0,1,-0.2,.
O=c1c2ccccc2n2c(-c3ccc(C(F)(F)F)cc3)nnc2n1Cc1ccccc1,11,-1,5,-7,-20,4,1,0.9,-2
CC(=O)C1=C(C)NC(SCSc2ccccc2)=C(C#N)C1c1cccnc1 (configuration not stated),-15,-8,-1,9,4,3,-14,-0.5,18
CN(C(=O)COC(=O)c1ccc2c(c1)OCO2)C1CCS(=O)(=O)C1 (configuration not stated),-12,2,-3,-3,-21,0,-18,-0.4,-1

# Look-ups from the results shown.
# EBV gp42 block with `O=C(C1CCC(CNc2c(N3CCCC3)c(=O)c2=O)CC1)N1CCc2ccccc21` (configuration not stated) → -1
# Hck Nef HTS with `Cc1ccc(CNC(=O)CCc2ccccc2)cc1` → 19
# 14-3-3 Bad PPI with `CCOc1ccc(/C=N/NC(=O)C(C)N(c2ccc(OC)cc2)S(C)(=O)=O)cc1OCC` (configuration not stated) → -1
# EBV gp42 block with `O=C(CC(SCc1ccco1)c1ccc(O)cc1)c1cccs1` (configuration not stated) → 9
# Runt-SMMHC FRET with `CCN(CC)C1CCS(=O)(=O)C1` (configuration not stated) → -5
# Mdm2 ligase inh with `CCCc1nn(C)c(C(=O)Nc2cccc(C)c2)c1Cl` → 3
# EBV gp42 block with `Cc1ccc(CN2CCN(C3CSCCSC3)CC2CCO)cc1` (configuration not stated) → -7

# (list continues)
SMILES,14-3-3 Bad PPI,TbHK1 inh,NCF1 inh,Runt-SMMHC FRET,EBV gp42 block,Hck Nef HTS,Mdm2 ligase inh,zVAD death inh,Runt-CBFb FRET
CCCCN(CC)C(=O)Cn1ncc2c1-c1cc(C)ccc1OC2,1,-7,-8,1,-2,0,-7,-0.3,21
CCn1c(SCC(=O)N2CCCC2)nnc1-c1ccc(S(=O)(=O)N2CCCCCC2)cc1,-1[fluorescence artefact?],8,-10,4,2,-1,5,-0.4,-1
Cc1cc(C)n(-c2ccc(Cl)c(C(=O)Nc3ccc(-c4nnc5n4CCCCC5)cc3)n2)n1,7[fluorescence artefact?],-9,-19,1,-18,0,-6,-0.8,-3
Cc1cc(=O)n2[nH]c(-c3ccc(F)cc3)nc2n1,-3,6,0,1,-20,2,-14,0.2,-1
O=C(Nc1ccsc1C(=O)N1CCCC1)c1ccccc1,1,0,7,-1,-6,16,-2,1.3,-3
Cc1ccc2cc3cc(C(=O)NCc4ccco4)oc3nc2c1,16[fluorescence artefact?],15,4,-4,-16,3,-13,0.0,-3
Cc1ccc(C(=O)NCCn2cc(SCC(=O)N3CCOCC3)c3ccccc32)cc1,2,-9,-8,0,-8,2,0,-0.6,1
CCOc1ccccc1C1CC(c2ccc(F)cc2)Nc2nc(N)nn21 (configuration not stated),0,-4,-16,2,-9,16,-10,-0.1,2
Cc1ccc(-c2cnc3n2CCCCC3)cc1,-2,0,2,1,6,31,-2,-0.2,-1
Cn1c(=O)cc(SCC(=O)NCCCN2CCOCC2)c2ccccc21,-10[fluorescence artefact?],-5,0,-6,1,9,-8,1.3,-3
CCOC(=O)c1ccccc1NC(=O)c1cncc(Br)c1,11,-5,-4,-4,-3,12,1,-0.2,1

# Some of these compounds in order of the NCF1 inh value, largest number first.
SMILES,14-3-3 Bad PPI,TbHK1 inh,NCF1 inh,Runt-SMMHC FRET,EBV gp42 block,Hck Nef HTS,Runt-CBFb FRET
Cn1c(=O)cc(SCC(=O)NCCCN2CCOCC2)c2ccccc21,-10[fluorescence artefact?],-5,0,-6,1,9,-3
CCn1c(SCC(=O)N2CCCC2)nnc1-c1ccc(S(=O)(=O)N2CCCCCC2)cc1,-1[fluorescence artefact?],8,-10,4,2,-1,-1
Cc1cc(C)n(-c2ccc(Cl)c(C(=O)Nc3ccc(-c4nnc5n4CCCCC5)cc3)n2)n1,7[fluorescence artefact?],-9,-19,1,-18,0,-3

# Given with values under each structure: entries from further up
# Every second line gives: 14-3-3 Bad PPI	TbHK1 inh	NCF1 inh	Runt-SMMHC FRET	EBV gp42 block	Hck Nef HTS	Mdm2 ligase inh	zVAD death inh	Runt-CBFb FRET
> Cc1ccc2cc3cc(C(=O)NCc4ccco4)oc3nc2c1
  16[fluorescence artefact?]	15	4	-4	-16	3	-13	0.0	-3
> Cc1ccc(C(=O)NCCn2cc(SCC(=O)N3CCOCC3)c3ccccc32)cc1
  2	-9	-8	0	-8	2	0	-0.6	1
